SENP8 block-1 – blocks human SENP8 cleavage of Nedd8 substrate. inhibition, % at 20 µM. AID 602440. recombinant SENP8, Nedd8 substrate fluorescence. 360,000 compounds, 0.64% hits; in the data active = inhibition mostly above about 40%, no sharp cut-off; inactive = mostly below about 27%
Target sequence (Q96LD8 whole entry, looked up): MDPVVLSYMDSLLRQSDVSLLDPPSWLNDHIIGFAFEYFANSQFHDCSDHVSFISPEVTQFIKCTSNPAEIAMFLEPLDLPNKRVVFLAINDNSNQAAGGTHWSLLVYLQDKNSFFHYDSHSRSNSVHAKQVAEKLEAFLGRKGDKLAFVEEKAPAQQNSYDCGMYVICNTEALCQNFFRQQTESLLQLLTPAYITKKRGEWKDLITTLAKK
SENP6 block – inhibitors of human SENP6 protease; Q9GZR1; Recombinant SENP6 catalytic domain, aminoluciferin luminescence; inhibition, % at 10 µM; 330,000 compounds, 1.8% hits; AID 2599;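 active = inhibition above about 50% at the single tested dose, limit read from the data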;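 also: plate controls were DMSO wells with enzyme for no effect and DMSO wells lacking enzyme for full effect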
Target sequence (Q9GZR1 628-1112 limits assumed): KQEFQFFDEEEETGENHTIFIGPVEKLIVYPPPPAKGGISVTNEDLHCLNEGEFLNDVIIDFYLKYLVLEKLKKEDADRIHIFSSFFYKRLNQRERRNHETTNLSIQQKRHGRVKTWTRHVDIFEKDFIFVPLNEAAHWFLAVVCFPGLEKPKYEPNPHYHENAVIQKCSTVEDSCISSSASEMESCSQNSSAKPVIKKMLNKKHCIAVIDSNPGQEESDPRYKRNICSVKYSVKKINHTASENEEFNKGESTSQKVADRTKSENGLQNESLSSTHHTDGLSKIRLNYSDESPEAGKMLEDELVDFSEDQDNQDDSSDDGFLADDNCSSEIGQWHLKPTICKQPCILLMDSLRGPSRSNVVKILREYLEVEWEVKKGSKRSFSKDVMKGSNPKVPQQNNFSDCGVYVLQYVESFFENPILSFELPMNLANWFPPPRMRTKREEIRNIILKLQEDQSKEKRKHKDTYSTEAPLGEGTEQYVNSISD
SENP8 block-2 – SENP8 protease inhibition. 330,000 compounds, 1.2% hits. AID 2540. inhibition, % at 10 µM. purified SENP8, Z-RLRGG-aminoluciferin cleavage, luminescence; in the data active = inhibition above about 50%
UBC13 inh – inhibitors of human UBC13 polyubiquitin chain formation; 330,000 compounds, 0.47% hits; TR-FRET; inhibition, % at 20 µM; AID 485273; in the data active = inhibition above about 45%, passing the limit was not always enough
SENP7 block – blocks the human protease SENP7. 330,000 compounds, 1.5% hits. recombinant SENP7, Z-RLRGG-aminoluciferin luminescence, 40 min. Q9BQF6. inhibition, % at 5 µM;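 active = inhibition above about 50% at the single test dose, limit read from the data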;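 also: plate controls were DMSO with enzyme for no effect and no enzyme buffer wells for full effect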
HKDC1 inhibitor – blocks human hexokinase HKDC1 activity; inhibition, % at 20 µM; AID 493160; Q2TB90; 340,000 compounds, 0.16% hits; recombinant HKDC1, G6PDH/diaphorase resazurin coupled fluorescence;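 active = inhibition above about 35% when tested at 20 µM, limit read from the data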;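 also: plate controls were DMSO wells with enzyme for no effect and DMSO wells lacking enzyme for full effect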
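Test system: Recombinant HKDC1 (HK5) hexokinase enzyme, produced in-house | Input: HKDC1 at 5 µg/mL | Buffer or medium: Tris pH 8.0 buffer with MgCl2, Tween-20, BSA, BME | Schedule: 90 min reaction incubation at room temperature, dark | Technique: Resazurin-to-resorufin fluorescence via G6PDH and diaphorase coupling, 525/613 nm | Controls: DMSO wells with and without enzyme mix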
beta cell repl – MIN6 beta-cell proliferation induction. MIN6 cells proliferation, ATPlite luminescence, 48 h; cells starved in 0.2% serum; 100% = growth in 10% serum. proliferation, % at 10 µM. 330,000 compounds, 0.29% hits. AID 2380;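 active = compounds whose signal lies at least 3.5 SD above the mean of all wells on their plate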;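 also: 0% = DMSO-treated cells in low-serum medium and 100% = 10% serum control; some compounds called inactive have numbers as strong as hits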
PfGluPho inh – PfG6PD (Plasmodium falciparum) enzyme inhibition; 350,000 compounds, 0.78% hits; AID 504690; inhibition, % at 20 µM; PfGluPho enzyme, NADPH resazurin-diaphorase fluorescence;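 active = inhibition reaching at least a set limit at 20 µM in the primary screen, cut at about 59% in these data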;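 also: 0% = DMSO wells with substrate and 100% = DMSO wells lacking glucose-6-phosphate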
SENP1 inh – inhibitors of human SENP1 SUMO protease catalytic domain | Q9P0U3 | 360,000 compounds, 0.21% hits | recombinant SENP1 catalytic domain, CyPet-SUMO1-YPet FRET cleavage | inhibition, % at 10 µM;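 active = inhibition at least 30% at 10 µM, raw YFP signal under a set limit, fluorescence ratio 0.5 to 1.5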;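 also: 0% = enzyme with DMSO and 100% = no enzyme wells; some results filed as inactive read as strong as hits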
Target sequence (Q9P0U3 419-644 limits assumed): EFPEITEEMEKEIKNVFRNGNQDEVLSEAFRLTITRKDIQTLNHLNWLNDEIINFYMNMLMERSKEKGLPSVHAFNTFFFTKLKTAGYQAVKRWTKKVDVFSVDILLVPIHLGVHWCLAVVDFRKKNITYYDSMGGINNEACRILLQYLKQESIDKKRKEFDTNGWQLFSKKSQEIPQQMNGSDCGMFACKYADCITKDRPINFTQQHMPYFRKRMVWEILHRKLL
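Material: hSENP1 catalytic domain, recombinant; medium: Tris pH 8 with BME, BSA, NP40 and catalase; compound: single concentration of 10 µM compound, 0.5% DMSO final; technique: FRET read of cyan and yellow fluorescence; timing: 50 min enzyme reaction, room temperature, light-protected; reagent: SFCypet-SUMO1-SFYpet substrate at 25 nM; control set: no-enzyme low, enzyme-DMSO high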
* marks the source's active call; other numbers are inactive results.

How did Cc1nn(-c2ccccc2)c(Cl)c1/C=N/NC(=O)OC(C)(C)C do in these assays?
SENP8 block-1: 1; SENP6 block: -15; SENP8 block-2: -9; UBC13 inh: -3; SENP7 block: -12; HKDC1 inhibitor: -6; beta cell repl: -1; PfGluPho inh: -2; SENP1 inh: 3

What do the screens show for `O=C(NCCCCc1ccccc1)c1ccc(Br)o1`?
SENP8 block-1: 15; SENP6 block: 11; SENP8 block-2: -8; UBC13 inh: 6; SENP7 block: -2; HKDC1 inhibitor: -5; beta cell repl: 0; PfGluPho inh: -10; SENP1 inh: 8

Results for COc1ccc(OCC(=O)Nc2ccc(S(=O)(=O)Nc3cc(C)nc(C)n3)cc2)cc1 ?
SENP8 block-1: -2; SENP6 block: -27; SENP8 block-2: -7; UBC13 inh: -8; SENP7 block: -4; HKDC1 inhibitor: -4; beta cell repl: 0; PfGluPho inh: -17; SENP1 inh: 0

How did CCOP(=O)(OCC)C(Nc1ccc([N+](=O)[O-])cc1)c1ccc(Cl)cc1 (stereo not drawn) do in these assays?
SENP8 block-1: 14; SENP6 block: -14; SENP8 block-2: 1; UBC13 inh: 2; SENP7 block: 5; HKDC1 inhibitor: 5; beta cell repl: -1; PfGluPho inh: -15; SENP1 inh: -2

Results for CCCCNC(=O)c1cc(C)nn1-c1ccccc1 ?
SENP8 block-1: 12; SENP6 block: -7; SENP8 block-2: 4; UBC13 inh: 21; SENP7 block: 1; HKDC1 inhibitor: -4; beta cell repl: 0; PfGluPho inh: -8; SENP1 inh: 0

How did O=[N+]([O-])c1nc2ccccc2[nH]1 do in these assays?
SENP8 block-1: 28; HKDC1 inhibitor: -5; PfGluPho inh: -6; SENP1 inh: 3

Results for Cc1nnc2c(-c3ccccc3)nc3ccccc3n12 ?
SENP8 block-1: 4; SENP6 block: -10; SENP8 block-2: -1; UBC13 inh: -10; SENP7 block: -9; HKDC1 inhibitor: 1; beta cell repl: 0; PfGluPho inh: -4; SENP1 inh: 0

What do the screens show for `COC(=O)c1ccc(NC(=O)CSc2nncn2C)cc1`?
SENP8 block-1: 26; SENP6 block: 15; SENP8 block-2: 2; UBC13 inh: 10; SENP7 block: 4; HKDC1 inhibitor: -4; beta cell repl: -1; PfGluPho inh: -18; SENP1 inh: 2

Results for Cc1ccc(C)c2[nH]c(=O)c(CCNC(=O)Cc3cccs3)cc12 ?
SENP8 block-1: -67; SENP6 block: -21; SENP8 block-2: -9; UBC13 inh: 1; SENP7 block: 17; HKDC1 inhibitor: -4; beta cell repl: 1; PfGluPho inh: 3; SENP1 inh: -1

What do the screens show for `CCN(CC(=O)NCc1cccs1)C(=O)COc1cccc(C(F)(F)F)c1`?
SENP8 block-1: 7; SENP6 block: 4; SENP8 block-2: -3; UBC13 inh: 7; SENP7 block: 3; HKDC1 inhibitor: -5; beta cell repl: -4; PfGluPho inh: -10; SENP1 inh: -1

Results for CCCOC(=O)C1NC(=O)N2C(C(=O)OCCC)C(C)(C)S[C@H]12 (stereo partly drawn) ?
SENP8 block-1: 9; SENP6 block: 6; SENP8 block-2: -1; UBC13 inh: 3; SENP7 block: 0; HKDC1 inhibitor: -3; beta cell repl: -2; PfGluPho inh: -13; SENP1 inh: 2

Results for COc1ccc(C(=O)Nc2ccc(NS(=O)(=O)c3ccccc3)cc2)cc1OC ?
SENP8 block-1: 30; SENP6 block: 8; SENP8 block-2: 4; UBC13 inh: 15; SENP7 block: 1; HKDC1 inhibitor: 9; beta cell repl: 3; PfGluPho inh: 27; SENP1 inh: 1

How did O=C(NCc1ccccc1)N1CCC(n2cnc3cc(F)ccc32)CC1 do in these assays?
SENP8 block-1: -3; SENP6 block: -3; SENP8 block-2: 6; UBC13 inh: 0; SENP7 block: 3; HKDC1 inhibitor: 0; beta cell repl: -3; PfGluPho inh: 7; SENP1 inh: -1

How did Cc1ccc(OCC(=O)N/N=C\c2ccco2)c(C)c1 do in these assays?
SENP8 block-1: 8; SENP6 block: -4; SENP8 block-2: -8; UBC13 inh: -3; SENP7 block: 2; HKDC1 inhibitor: -11; beta cell repl: -1; PfGluPho inh: 11; SENP1 inh: 2

How did COc1cc(NC(=O)N2c3ccccc3Sc3ccccc32)c(C(=O)O)cc1OC do in these assays?
SENP8 block-1: -131; SENP6 block: -5; SENP8 block-2: -18; UBC13 inh: 9; SENP7 block: -21; HKDC1 inhibitor: 4; beta cell repl: -3; PfGluPho inh: 29; SENP1 inh: -2

What do the screens show for `CN(C(=O)CSc1nc(O)cc(=O)n1C1CCCC1)c1ccccc1`?
SENP8 block-1: 11; SENP6 block: -1; SENP8 block-2: 1; UBC13 inh: 15; SENP7 block: 2; HKDC1 inhibitor: 6; beta cell repl: 0; PfGluPho inh: 27; SENP1 inh: 0

Results for CC(C)CC(=O)N1CCN(CC2CC=CCC2)CC1 (stereo not drawn) ?
SENP8 block-1: 8; SENP6 block: -14; SENP8 block-2: 3; UBC13 inh: 2; SENP7 block: 7; HKDC1 inhibitor: 2; beta cell repl: -3; PfGluPho inh: -6; SENP1 inh: -1

Results for Cc1ccc(C(C)NC(=O)c2cccnc2)cc1 (stereo not drawn) ?
SENP8 block-1: 14; SENP6 block: -16; SENP8 block-2: 7; UBC13 inh: -4; SENP7 block: 5; HKDC1 inhibitor: -4; beta cell repl: -2; PfGluPho inh: -1; SENP1 inh: 1

Results for COc1cccc2c1Oc1ncccc1N(C(=O)CCC(=O)NCc1ccccc1)C2 ?
SENP8 block-1: 4; SENP6 block: -2; SENP8 block-2: -6; UBC13 inh: -4; SENP7 block: 11; HKDC1 inhibitor: -4; beta cell repl: -1; PfGluPho inh: -16; SENP1 inh: 0

What do the screens show for `CCOc1ccc(NC(=O)N2CCC(n3nnc4ccccc43)CC2)cc1`?
SENP8 block-1: 10; SENP6 block: 10; SENP8 block-2: 5; UBC13 inh: -1; SENP7 block: 1; HKDC1 inhibitor: -3; beta cell repl: 1; PfGluPho inh: -5; SENP1 inh: 0

Results for Cc1nc2ccccc2c2oc(C(=O)N3CC(C)CC(C)C3)cc12 (stereo not drawn) ?
SENP8 block-1: 15; SENP6 block: 9; SENP8 block-2: -6; UBC13 inh: 4; SENP7 block: 2; HKDC1 inhibitor: -1; beta cell repl: 3; PfGluPho inh: -4; SENP1 inh: -13

Results for CCOC(=O)c1sc(NC(=O)Cc2c(F)cccc2Cl)nc1C ?
SENP8 block-1: 12; SENP6 block: 2; SENP8 block-2: -11; UBC13 inh: -13; SENP7 block: -14; HKDC1 inhibitor: -1; beta cell repl: -4; PfGluPho inh: 10; SENP1 inh: 2

How did CC(C)[C@H]1CN=C2N(C[C@H](C)NC(=O)CCC3CCCCC3)[C@H](Cc3ccc(O)cc3)CN21 do in these assays?
SENP8 block-1: 21; SENP6 block: 1; SENP8 block-2: -17; UBC13 inh: 10; SENP7 block: 7; HKDC1 inhibitor: 1; beta cell repl: -8; PfGluPho inh: 15; SENP1 inh: -2

How did COc1cc(CC(NC(C)=O)C(=O)NC2CCN(C(=O)C3CC3)CC2)cc(OC)c1 (stereo not drawn) do in these assays?
SENP8 block-1: 9; SENP6 block: 2; SENP8 block-2: 5; UBC13 inh: -3; SENP7 block: 11; HKDC1 inhibitor: -1; beta cell repl: -3; PfGluPho inh: -11; SENP1 inh: 1

Results for Cc1cc(S(=O)(=O)N2CCc3ccccc3C2)ccc1F ?
SENP8 block-1: 13; SENP6 block: 5; SENP8 block-2: 10; UBC13 inh: 1; SENP7 block: -5; HKDC1 inhibitor: -3; beta cell repl: 0; PfGluPho inh: -9; SENP1 inh: 0

How did CC1CC1C(=O)OCC(=O)NNC(=O)c1ccc([N+](=O)[O-])cc1 (stereo not drawn) do in these assays?
SENP8 block-1: 6; SENP6 block: -7; SENP8 block-2: 5; UBC13 inh: -4; SENP7 block: -8; HKDC1 inhibitor: -3; beta cell repl: 0; PfGluPho inh: 3; SENP1 inh: 2

How did CC(=O)NCCCc1nc2ccccc2n1Cc1ccc(C)cc1 do in these assays?
SENP8 block-1: 8; SENP6 block: -4; SENP8 block-2: -1; UBC13 inh: -10; SENP7 block: -3; HKDC1 inhibitor: -2; beta cell repl: -1; PfGluPho inh: 14; SENP1 inh: 0

How did COc1cc(C(=O)NC2CCCc3c2cnn3-c2ccccc2F)cc(OC)c1OC (stereo not drawn) do in these assays?
SENP8 block-1: 7; SENP6 block: -9; SENP8 block-2: 4; UBC13 inh: 0; SENP7 block: -6; HKDC1 inhibitor: -3; beta cell repl: -6; PfGluPho inh: -1; SENP1 inh: -1

What do the screens show for `NC(=O)c1ccsc1NC(=O)C1CCCN1S(=O)(=O)c1ccc(Cl)cc1` (stereo not drawn)?
SENP8 block-1: 11; SENP6 block: -7; SENP8 block-2: -1; UBC13 inh: 19; SENP7 block: -3; HKDC1 inhibitor: 1; beta cell repl: 0; PfGluPho inh: 22; SENP1 inh: -4

What do the screens show for `C[C@H]1COC(=O)[C@H](CC(=O)OC(C)(C)C)C/C=C\C[C@H](CC(=O)N(CCO)Cc2ccccc2)C(=O)N1`?
SENP8 block-1: 4; SENP6 block: -24; SENP8 block-2: 9; UBC13 inh: 1; SENP7 block: -3; HKDC1 inhibitor: -1; beta cell repl: -2; PfGluPho inh: -3; SENP1 inh: 1

Next section, overlapping the part above by 2 compounds.
What do the screens show for `NC(=O)c1ccsc1NC(=O)C1CCCN1S(=O)(=O)c1ccc(Cl)cc1` (stereo not drawn)?
SENP8 block-1: 11; SENP6 block: -7; SENP8 block-2: -1; UBC13 inh: 19; SENP7 block: -3; HKDC1 inhibitor: 1; beta cell repl: 0; PfGluPho inh: 22; SENP1 inh: -4

What do the screens show for `C[C@H]1COC(=O)[C@H](CC(=O)OC(C)(C)C)C/C=C\C[C@H](CC(=O)N(CCO)Cc2ccccc2)C(=O)N1`?
SENP8 block-1: 4; SENP6 block: -24; SENP8 block-2: 9; UBC13 inh: 1; SENP7 block: -3; HKDC1 inhibitor: -1; beta cell repl: -2; PfGluPho inh: -3; SENP1 inh: 1

How did CCOC(=O)c1c(N)nn(C(=O)c2ccccc2)c1-c1ccccc1 do in these assays?
SENP8 block-1: 22; SENP6 block: -3; SENP8 block-2: -13; UBC13 inh: -2; SENP7 block: -14; HKDC1 inhibitor: 0; beta cell repl: -2; PfGluPho inh: 10; SENP1 inh: 6

What do the screens show for `Cc1cc(C)cc(NC(=O)CC2NCCNC2=O)c1` (stereo not drawn)?
SENP8 block-1: 20; SENP6 block: 4; SENP8 block-2: 2; UBC13 inh: -2; SENP7 block: -5; HKDC1 inhibitor: -8; beta cell repl: -2; PfGluPho inh: -5; SENP1 inh: 2

What do the screens show for `Cc1nn(Cc2ccc([N+](=O)[O-])cc2)c(=O)n1-c1ccc(Cl)cc1`?
SENP8 block-1: 14; SENP6 block: -13; SENP8 block-2: -5; UBC13 inh: -5; SENP7 block: 2; HKDC1 inhibitor: -2; beta cell repl: -1; PfGluPho inh: -8; SENP1 inh: 3

Results for Cc1c(-c2ccccn2)c(=O)[nH]n1-c1ccc(F)cc1 ?
SENP8 block-1: 13; SENP6 block: 1; SENP8 block-2: -9; UBC13 inh: -6; SENP7 block: -6; HKDC1 inhibitor: 8; beta cell repl: 0; PfGluPho inh: -5; SENP1 inh: -3

High-throughput results deposited in PubChem by Sanford-Burnham Center for Chemical Genomics.
